Bioassay records as filed in PubChem BioAssay.
HTR2A ag – mouse Htr2a agonists via beta-arrestin recruitment, primary screen, cell-based, luminescence; 5-hydroxytryptamine receptor 2A (Mus musculus), P35363; AID 624169, 2012; 360,000 compounds, 0.66% hits; CHO-K1 mHTR2A beta-arrestin complementation; percent of 30 µM serotonin response; activation, % at 7.6 µM;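 active = activation above a run cutoff, the mean activation of all tested compounds plus 3 SD, cut at about 14% in these data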;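 also: 0% = plate median of compound wells and 100% = 30 µM serotonin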
Target sequence (P35363 whole entry, looked up): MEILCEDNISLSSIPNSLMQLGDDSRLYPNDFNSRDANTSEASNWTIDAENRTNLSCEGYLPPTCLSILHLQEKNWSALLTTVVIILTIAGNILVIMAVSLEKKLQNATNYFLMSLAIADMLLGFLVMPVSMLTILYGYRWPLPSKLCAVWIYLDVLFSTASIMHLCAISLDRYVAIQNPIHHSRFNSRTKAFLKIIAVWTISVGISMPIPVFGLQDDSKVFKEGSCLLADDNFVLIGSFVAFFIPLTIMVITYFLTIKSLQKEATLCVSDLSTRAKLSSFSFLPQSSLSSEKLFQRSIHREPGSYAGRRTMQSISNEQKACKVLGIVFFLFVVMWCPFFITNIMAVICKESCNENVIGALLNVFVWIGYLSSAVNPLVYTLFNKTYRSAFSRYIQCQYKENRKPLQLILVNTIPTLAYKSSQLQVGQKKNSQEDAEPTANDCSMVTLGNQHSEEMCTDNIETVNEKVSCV
CaV13 FRET inh – Primary screen for inhibitors of IQ motif and Ca2+-dependent inactivation inhibitor domain binding in CACNA1D, Förster resonance energy transfer in living cells, … | inhibition, % at 12.3 µM | HEK cells, CFP/YFP FRET ICDI-IQ, plate reader, 10 min; percent FRET-ratio fall versus neutral wells | 340,000 compounds, 0.098% hits;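 active = mean replicate inhibition of at least 30% and at least 1% of replicates passing that level; inconclusive = only one of the two criteria is met; inactive = neither criterion is met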;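 also: 0% = median of the neutral control wells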
NR2E3 ag-1 – inhibitors of NR2E3-RetCOR corepressor binding, primary screen, NR2E3 agonist project, biochemical, TR-FRET, GST-NR2E3, biotin-RetCOR | 320,000 compounds, 0.12% hits | inhibition of corepressor binding, % at 4.78 µM | Photoreceptor-specific nuclear receptor (Homo sapiens), Q9Y5X4 | AID 2300, 2010 | 1536-well;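 active = percent inhibition above the cutoff of mean plus 3 SD of all tested compounds, set per screening campaign, cut at about 20% in these data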;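 also: 0% = DMSO wells and 100% = biotin wells as full block of FRET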
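System: GST-tagged NR2E3 plus biotinylated RetCOR corepressor; Amount: 1.35 nM GST-tagged NR2E3 final; Dosing: single nominal compound dose of 4.8 µM; Schedule: 5 h incubation at 4 °C; Technique: TR-FRET with europium anti-GST and streptavidin-D2, 340 nm excitation; Controls: biotin wells as high control, 0.6% DMSO wells as low control.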
Cardio protect – cardioprotection against H2O2-induced cell death, primary screen, uHTS, H9c2 cells, ATPLite luminescence | 360,000 compounds, 0.63% hits | AID 588492, 2011 | H9c2 cardiomyocytes, H2O2 injury protection, 2 h | protection from H2O2 cell death, % at 20 µM;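 active = compounds giving at least 50% protection of heart cells from peroxide-induced death in the single-dose screen, raw or plate-pattern-corrected value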;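 also: 0% = DMSO wells with peroxide and 100% = DMSO wells without peroxide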
hiPSC survival – enhancers of single-cell hiPSC survival, primary screen, ATPlite luminescence; 100% = ROCK inhibitor wells, 0% = DMSO; 360,000 compounds, 0.044% hits; survival enhancement, % at 20 µM; in the data active = survival enhancement above about 18%;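 also: cells exposed to compounds for 16 hours before the ATP read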
NR2E3 ag-2 – NR2E3 agonists in two-hybrid cells, primary screen, cell-based, luminescence, CHO-S, Gal4-NCOR/VP16-NR2E3; Photoreceptor-specific nuclear receptor (Homo sapiens), Q9Y5X4; 360,000 compounds, 0.35% hits; inhibition of corepressor binding, % at 3.98 µM; AID 602229, 2012; luciferase;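 active = inhibition above the mean of all tested compounds plus 3 SD, cut at about 70% in these data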;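 also: 0% = DMSO with NR2E3 transfected cells and 100% = cells lacking NR2E3 construct; higher means lower luciferase signal from less NR2E3 corepressor binding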
Shn3 inh set2 – reduction of Shn3 3'UTR firefly luciferase signal, primary screen, Schnurri-3 inhibitor project, cell-based, Clone20 osteoblasts, set 2; Clone20 osteoblast Shn3 3'UTR firefly luciferase, 24 h; inhibition, % at 12.5 µM; 360,000 compounds, 0.52% hits;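 active = mean inhibition of at least 75% with every replicate also reaching 75%; inconclusive = mean inhibition at least 75% but some replicate below; inactive = mean inhibition below 75%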;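 also: 0% = median of neutral control wells and 100% = pilot-screen positive control compound; some compounds past the cut are filed as inactive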
Peg3 promoter – Peg3 promoter-driven luciferase inhibitors, primary screen, cell-based, HeLa, luciferase luminescence; HeLa PEG-Prom luciferase reporter, overnight; inhibition, % at 20 µM; 360,000 compounds, 1.7% hits; AID 588405, 2011;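 active = inhibition of at least 50% at 20 µM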
MITF TRPM1 inh – inhibitors of MITF-dependent TRPM1 promoter reporter, primary screen, cell-based, SK-MEL-5, single point, luciferase; SK-MEL-5 TRPM1 promoter luciferase, 24 h; inhibition, % at 12.5 µM; 330,000 compounds, 0.83% hits; AID 488899, 2010;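 active = mean inhibition across replicates of 60% or more, whatever share of single replicates reaches that level; inconclusive = some that reach 60%, reason not given; inactive = mean inhibition across replicates below 60%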; also: values of inactives mirror those of a sister screen read the other way
PDI inh – inhibitors of human PDI, primary screen, biochemical, turbidity, single point, plate reader; inhibition, % at 10 µM; PDI insulin aggregation turbidity, A650, 90 min; 350,000 compounds, 0.052% hits;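 active = mean inhibition across replicates of 30% or more, whatever share of single replicates reach that level; inconclusive = mean inhibition below 30% while every single replicate reaches 30%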;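 also: absorbance from insulin aggregation driven by PDI reduction with DTT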
Target sequence (P07237 whole entry, looked up): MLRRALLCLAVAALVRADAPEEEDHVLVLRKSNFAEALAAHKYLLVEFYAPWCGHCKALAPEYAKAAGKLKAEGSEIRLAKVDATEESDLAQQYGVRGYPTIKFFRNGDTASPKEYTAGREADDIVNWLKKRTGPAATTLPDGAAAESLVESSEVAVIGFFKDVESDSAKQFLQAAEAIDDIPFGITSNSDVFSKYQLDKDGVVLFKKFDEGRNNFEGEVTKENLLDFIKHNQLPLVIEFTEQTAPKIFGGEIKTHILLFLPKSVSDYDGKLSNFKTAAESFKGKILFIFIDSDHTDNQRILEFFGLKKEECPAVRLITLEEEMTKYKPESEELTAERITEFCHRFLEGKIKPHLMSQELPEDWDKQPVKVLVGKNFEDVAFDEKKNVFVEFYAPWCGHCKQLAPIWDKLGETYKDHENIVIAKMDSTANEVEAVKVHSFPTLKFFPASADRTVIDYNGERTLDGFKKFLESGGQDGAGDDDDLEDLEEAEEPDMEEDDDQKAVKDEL
HIF-2a inh – HIF-2a reporter inhibitors, primary screen, luminescence, 786-0 RCC cells | 786-0 RCC cells HIF-2a reporter, luciferase luminescence, overnight | 360,000 compounds, 0.72% hits | inhibition, % at 18.8 µM;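 active = inhibition of the luminescence signal of 40% or more relative to plate controls, in a single-dose primary screen at 18.75 µM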
The depositor's hits bear a star; ? = inconclusive; . = not tested or not shown.

SMILES	HTR2A ag	CaV13 FRET inh	NR2E3 ag-1	Cardio protect	hiPSC survival	NR2E3 ag-2	Shn3 inh set2	Peg3 promoter	MITF TRPM1 inh	PDI inh	HIF-2a inh
Cc1cccc(N2CCN(C(c3ccc(N(C)C)cc3)c3nnnn3C(C)(C)C)CC2)c1C (centres undefined)	0	-5	-2	-10	-1.3	-21	0	3	-9	0	17
C#CCn1c(CCNC(=O)c2ccco2)nc2ccccc21	3	-2	2	2	-0.1	5	8	1	9	-5	6
Cc1ccc(Nc2nc3nonc3nc2N(C)C)cc1	-7	.	3	5	-1.6	-26	6	4	-1	0	1
C=CCn1c(Oc2cccc(C)c2)nc2c1c(=O)n(C)c(=O)n2C	0	-21	2	-4	4.1	-9	-4	10	-7	-2	22
O=C(O)c1ccccc1-c1ccccc1C(=O)Nc1ccc(OC(F)(F)F)cc1	4	-2	.	0	-0.2	10	1	9	-1	20	18
COc1ccc(N2CCN(C(=O)CCNS(=O)(=O)c3cc(Br)cnc3N)CC2)cc1	0	.	1	-2	-0.5	-12	-14	-2	-1	-10	-13
Cc1c(C(=O)NCc2cccnc2)oc2ccc(S(=O)(=O)N3CC(C)CC(C)C3)cc12 (centres undefined)	12	-4	5	2	-0.9	-14	-2	12	24	4	18
CC(=O)c1c(O)c2cccc3c2n(c1=O)CCC3	1	-5	4	3	1.0	-66	0	1	13	0	12
O=C(COC(=O)/C=C/c1cccc([N+](=O)[O-])c1)NCC1CCCO1 (centres undefined)	1	-7	3	-8	-0.6	-10	-70	-46	-6	5	-18
C/C=C(/C)C(=O)Nc1cccc(C2=NOC3(C2)C[C@@H](C(N)=O)N(C(=O)C2(C)CC2)C3)c1 (some centres undefined)	-2	-11	3	0	3.4	-17	-3	7	-6	-4	7
CCn1c(NC(=O)C(C)C)c(-c2cccs2)c(=O)c2ccccc21	2	3	3	-3	-0.4	-9	-3	7	-11	-4	12
CC(C)(C)c1ccc(CC(=O)N2CCC2(C)C(=O)NS(=O)(=O)c2ccc3c(c2)CCO3)cc1 (centres undefined)	10	-9	.	1	4.5	-2	2	19	.	-1	8
O=C(O)CC(SCC(=O)Nc1ccccc1)C(=O)O (centres undefined)	-4	-6	0	-6	-0.7	-18	-13	16	-3	2	12
COc1ccc(S(=O)(=O)N2CCCCC2)cc1NC(=O)C1CC1C (centres undefined)	-10	-2	2	-5	-2.4	19	-11	11	-1	-4	14
COc1cc2cc(Br)cc(Br)c2nc1C	9	-4	19	6	-0.8	-9	.	-10	3	-1	17
COC(=O)c1sc2cc(C(F)(F)F)cnc2c1-c1cccnc1	-1	-4	3	5	8.9	17	-5	-3	2	6	7
Cn1c(-c2cccc(OCc3ccccc3)c2)nc2c1c(=O)[nH]c(=O)n2Cc1ccccc1	0	-6	1	-30	-2.9	-28	38	46	49	-2	10
O=C(CN1CCN(C(=O)c2cccc(S(=O)(=O)N3CCCC3)c2)CC1)Nc1ccccc1Cl	-2	-3	3	-1	-0.5	-9	5	17	.	1	9
COC(=O)C(C(=O)OC)c1ccc(NC(=O)c2cccc(Cl)c2)cc1	4	6	-5	0	0.0	2	-80	-89	-29	3	-95
Cc1ccc(S(=O)(=O)CCC(=O)OC(C)C(=O)N2CCc3ccccc32)cc1 (centres undefined)	-3	-6	-2	-4	1.2	11	-1	-2	13	-2	11
CCOC(=O)C1(CC)NC(c2cccc(F)c2)C2C(=O)N(CC)C(=O)C21 (centres undefined)	4	-4	1	2	0.1	-12	-8	-2	3	4	22
COc1cc(C)c(CN2CCCCC2CO)cc1C (centres undefined)	2	-5	1	-2	0.0	-27	-7	-9	8	-1	-2
COc1ccccc1OCCSc1ncnc2nc[nH]c12	-3	.	2	-4	-2.0	5	22	-25	11	-6	-28
C#CCOCCOCCOCCNc1nc(N2CCN(C(=O)CCCCCCCCCCNC(=O)Cn3cc(C[C@@H](C)O)nn3)CC2)nc(N2CCN(C(=O)CCCCCCCCCCNC(=O)[C@@H]([C@H](C)O)n3cc(C)nn3)CC2)n1	8	.	2	28	-2.4	15	-3	-73	46	-1	-5
COc1ccc(Cl)cc1C(=O)Nc1ccc2c(c1)OCCO2	-9	-4	.	-16	-0.4	-100	-37	-237	-57	2	-223

Continued, starting with the last seven of the part before.
SMILES	HTR2A ag	CaV13 FRET inh	NR2E3 ag-1	Cardio protect	hiPSC survival	NR2E3 ag-2	Shn3 inh set2	Peg3 promoter	MITF TRPM1 inh	PDI inh	HIF-2a inh
COC(=O)C(C(=O)OC)c1ccc(NC(=O)c2cccc(Cl)c2)cc1	4	6	-5	0	0.0	2	-80	-89	-29	3	-95
Cc1ccc(S(=O)(=O)CCC(=O)OC(C)C(=O)N2CCc3ccccc32)cc1 (centres undefined)	-3	-6	-2	-4	1.2	11	-1	-2	13	-2	11
CCOC(=O)C1(CC)NC(c2cccc(F)c2)C2C(=O)N(CC)C(=O)C21 (centres undefined)	4	-4	1	2	0.1	-12	-8	-2	3	4	22
COc1cc(C)c(CN2CCCCC2CO)cc1C (centres undefined)	2	-5	1	-2	0.0	-27	-7	-9	8	-1	-2
COc1ccccc1OCCSc1ncnc2nc[nH]c12	-3	.	2	-4	-2.0	5	22	-25	11	-6	-28
C#CCOCCOCCOCCNc1nc(N2CCN(C(=O)CCCCCCCCCCNC(=O)Cn3cc(C[C@@H](C)O)nn3)CC2)nc(N2CCN(C(=O)CCCCCCCCCCNC(=O)[C@@H]([C@H](C)O)n3cc(C)nn3)CC2)n1	8	.	2	28	-2.4	15	-3	-73	46	-1	-5
COc1ccc(Cl)cc1C(=O)Nc1ccc2c(c1)OCCO2	-9	-4	.	-16	-0.4	-100	-37	-237	-57	2	-223
CC(C)C[C@H]1CN(CCCC[C@H]2CNC(=O)C(=O)N2CCc2ccccc2)C(=O)C(=O)N1CCC1CCCCC1	1	-4	.	.	-0.7	22	.	.	.	.	-5
COc1ccc(CC(=O)NNc2ncnc3c2cnn3C)cc1OC	8	-16	1	4	-1.2	4	-8	7	1	-5	12
O=C1CC(c2ccccc2)CC(O)=C1C=Nc1ccc(O)cc1 (centres undefined)	-2	-6	-3	3	-0.9	9	17	3	3	11	-19
C(=C\c1ccc2nncn2c1)/c1ccccc1	6	-12	.	3	-1.7	-28	-5	-52	.	-79	-82
O=C(Nc1ccccc1-c1ccccc1)c1cccc([N+](=O)[O-])c1	-2	-6	1	4	-2.9	-33	-32	-130	-26	-9	-168
COc1ccc(C2NS(=O)(=O)OCC2C)cc1 (centres undefined)	12	.	6	-1	-1.8	-14	-8	11	5	3	13
O=S(=O)(Nc1ccc(-c2cn3c(n2)SCC3)cc1)c1cc(F)ccc1F	-3	-16	.	13	-3.3	4	-3	2	.	-14	-9
COc1ccc(S(=O)(=O)NCCSCc2ccc(Cl)cc2)cc1NC(C)=O	2	-6	.	-5	-0.4	22	-3	9	-6	-1	16
O=C(NC1CCCCC1)N(Cc1cc2cc3c(cc2[nH]c1=O)OCCO3)CC1CCCO1 (centres undefined)	2	-3	1	4	-2.2	-1	-9	23	11	5	9
CCOc1ccc(C(=O)CCC(=O)NN2C(=O)NC3(CCCCC3)C2=O)cc1	3	-6	0	-5	0.1	8	-23	19	.	-8	7
CC(OC(=O)C12CCC(=O)N1c1ccccc1S2)C(=O)Nc1cccc(Cl)c1 (centres undefined)	-9	-6	2	-6	1.5	-19	-12	-6	15	-1	4
O=C1CSC(c2ccc(F)cc2)N1c1nc2ccccc2s1 (centres undefined)	4	-5	-3	-12	-0.4	6	-2	-9	2	-2	-72
COc1cccc(CNC(=O)C(=O)NCCC2CCCCN2S(=O)(=O)c2ccccc2)c1 (centres undefined)	1	-6	-2	0	0.9	-6	12	4	5	-4	20
COc1cccc2cc(C(=O)N3CCN(c4ncccn4)CC3)c(=O)oc12	1	-9	1	17	1.3	22	-11	-12	-6	-9	8
CCc1ccc(NC(=S)NCC2CCCN2CC)cc1 (centres undefined)	-2	6	-1	5	-0.6	-8	10	-1	-3	3	-10
CCCCNc1nc(=S)[nH]c2cc(OC)c(OC)cc12	-3	-8	-2	2	-2.7	3	6	27	12	-3	11
COc1ccc(NC(=O)c2ccc(CN3CCN(c4ccccc4)CC3)cc2)cc1	5	.	0	-5	1.9	-4	27	15	13	-14	5
CC(C)(C)N1CC(c2nc3ccccc3n2CCOc2ccccc2)CC1=O (centres undefined)	-2	-5	4	5	-2.3	-21	3	15	2	1	13
COc1cc(CNC[C@H]2O[C@@H](n3cc(C)c(=O)[nH]c3=O)C[C@@H]2O)ccc1OCc1cccc(Cl)c1	-3	-2	.	17	2.4	-6	-5	-15	.	5	7
CCOc1ccc(-c2cc(C(=O)NN)[nH]n2)cc1	-1	-5	0	-6	-1.4	-87	-35	-46	-6	-9	-36
Oc1ccc(/C=N/Nc2nccnc2Cl)c(O)c1	-6	-6	1	52*	-0.5	-133	?	-8	-4	-6	-131
CCn1cc(C(=O)NCC(C)C)c(=O)c2cc(F)c(N3CCN(C)CC3)cc21	-5	-4	-3	0	0.6	3	2	12	.	6	4
c1ccc(-c2ccccc2OCCCCN2CCCCCC2)cc1	-5	-4	0	-6	-0.5	-10	35	31	-18	5	18
